STK33 kin inh: STK33 kinase inhibitors, primary screen, biochemical, luminescence, ADP-Glo, MBP substrate | Serine/threonine-protein kinase 33 (Homo sapiens), Q9BYT3 | inhibition, % at 12.5 µM | hit rate 0.44% among 27,000; in the data active = inhibition above about 20%
Target sequence (Q9BYT3 whole entry, looked up): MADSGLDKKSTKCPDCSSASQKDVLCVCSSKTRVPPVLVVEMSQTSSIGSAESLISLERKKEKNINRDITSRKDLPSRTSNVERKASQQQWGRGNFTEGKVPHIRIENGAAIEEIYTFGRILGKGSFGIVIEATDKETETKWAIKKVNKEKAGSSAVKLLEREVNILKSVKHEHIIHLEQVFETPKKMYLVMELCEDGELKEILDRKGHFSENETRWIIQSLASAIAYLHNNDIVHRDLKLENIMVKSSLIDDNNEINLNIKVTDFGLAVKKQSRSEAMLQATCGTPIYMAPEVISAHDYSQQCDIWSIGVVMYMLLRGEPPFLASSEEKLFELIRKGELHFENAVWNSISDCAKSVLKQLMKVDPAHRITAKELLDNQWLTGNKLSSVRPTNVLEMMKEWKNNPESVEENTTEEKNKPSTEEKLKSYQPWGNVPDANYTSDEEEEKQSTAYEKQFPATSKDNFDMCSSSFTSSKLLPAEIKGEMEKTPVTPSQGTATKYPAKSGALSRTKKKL
mut p53 react: mutant p53 pathway re-activators, primary screen, cell-based, SW480, luciferase, single point, HTS | SW480 PUMA-promoter luciferase, p53 mutant reactivation | activation, % at 9.98 µM | hit rate 1.5% among 28,000 | AID 624151, 2012; in the data active = activation above about 52%
An asterisk follows results filed as active; . = not tested or not shown.

canonical_smiles,STK33 kin inh,mut p53 react
C[C@@H]1CN([C@@H](C)CO)C(=O)c2cccc(NS(=O)(=O)c3ccc(Cl)cc3)c2O[C@@H]1CN(C)C(=O)Nc1cccc2ccccc12,.,-17.8
C[C@H](CO)N1C[C@H](C)[C@@H](CN(C)C)Oc2ccc(NC(=O)Cc3ccccc3)cc2C1=O,.,2.8
CC(=O)Nc1cccc(NC(=O)c2cc(-c3ccc(C)o3)nc3ccccc23)c1,-2.6,41.5
C[C@@H]1CN([C@@H](C)CO)C(=O)c2cc(C3=CCCC3)cnc2O[C@H]1CN(C)Cc1ccccn1,.,-6.0
Cc1noc(NS(=O)(=O)c2ccc(NC(=O)C3COc4ccccc4O3)cc2)c1C (centres undefined),-0.3,3.2
O=c1c(-c2ccc(O)cc2)coc2cc(O)ccc12,6.3,.
C[C@@H]1CCCCO[C@H](CN(C)C(=O)Nc2ccc3c(c2)OCO3)[C@@H](C)CN([C@H](C)CO)C(=O)c2cc(NC(=O)NC3CCCCC3)ccc2O1,-14.5,.
COc1cc(O)c2c(=O)c(OC)c(-c3cc(O)c(OC)c(OC)c3)oc2c1,4.8,-0.5
C[C@@H]1CCCCO[C@H](CN(C)C(=O)c2ccccc2)[C@@H](C)CN([C@@H](C)CO)C(=O)c2cc(NS(C)(=O)=O)ccc2O1,.,-9.2
C[C@@H]1CCCCO[C@H](CN(C)S(=O)(=O)c2ccccc2)[C@H](C)CN([C@H](C)CO)C(=O)c2cc(N(C)C)ccc2O1,.,-4.9
C[C@H]1CN([C@@H](C)CO)C(=O)CCCn2cc(nn2)CO[C@@H]1CN(C)Cc1cccc(C(F)(F)F)c1,0.3,.
C[C@@H]1CN([C@@H](C)CO)C(=O)c2cccc(NC(=O)Nc3ccc(C(F)(F)F)cc3)c2O[C@@H]1CN(C)C,.,4.6
C[C@H](CO)N1C[C@H](C)[C@@H](CN(C)S(=O)(=O)c2ccc(Cl)cc2)Oc2ccc(NC(=O)NC3CCCCC3)cc2C1=O,.,-0.2
COc1ccccc1CNC(=O)c1cc2ccccc2oc1=O,-0.6,87.9*
CCN1CCOC(CC(=O)Nc2cc(C(=O)OC)cc(C(=O)OC)c2)C1=O (centres undefined),-2.1,1.9
COc1ccc(S(=O)(=O)N(C)C[C@H]2Oc3ccc(NC(=O)CCN4CCOCC4)cc3C(=O)N([C@H](C)CO)C[C@H]2C)cc1,.,-11.2
COc1ccc(NC(=O)Nc2ccc3c(c2)[C@@H]2C[C@H](CC(=O)NCc4ccc5c(c4)OCO5)O[C@@H](CO)[C@@H]2O3)cc1,.,16.4
C[C@@H]1CN([C@H](C)CO)S(=O)(=O)c2ccc(-c3cncnc3)cc2O[C@H]1CN(C)C,.,9.0
C/C=C/c1ccc2c(c1)O[C@H](CN(C)C(=O)Cc1cccnc1)[C@@H](C)CN([C@H](C)CO)S2(=O)=O,.,-5.2
CSc1ncc(Cl)c(C(=O)Nc2nnc(SCc3ccccc3)s2)n1,1.9,6.7
CCn1c2ccccc2c2cc(NC(=O)Cc3ccccc3[N+](=O)[O-])ccc21,-1.7,-6.8
C/C=C/c1cnc2c(c1)C(=O)N([C@@H](C)CO)C[C@@H](C)[C@@H](CN(C)C(=O)NCCC)O2,.,-1.0
COc1ccc(S(=O)(=O)N(C)C[C@H]2Oc3c(NC(=O)c4cc(C)nn4C)cccc3C(=O)N([C@@H](C)CO)C[C@H]2C)cc1,.,1.6
C[C@@H]1CN([C@H](C)CO)C(=O)c2cc(-c3cncnc3)cnc2O[C@H]1CN(C)C(=O)Nc1ccc2c(c1)OCO2,.,10.4
C=CCNC(=O)[C@H]1[C@@H]2C(=O)O[C@@H](c3ccccc3)[C@@H](c3ccccc3)N2[C@@H](c2ccc(O)cc2)[C@]12C(=O)Nc1ccc(C#CCCO)cc12,0.6,.
Cc1ccc(OC(=O)OCSc2nn[nH]n2)cc1,-1.2,.
O=C(COc1cccc(NC(=O)c2ccc([N+](=O)[O-])cc2)c1)c1ccc(F)cc1,7.6,6.5
COC(=O)C1=C(C)NC2=C(C(=O)c3ccccc32)C1c1ccc(OCc2cccc([N+](=O)[O-])c2)c(Br)c1 (centres undefined),0.7,-7.7
O=C(c1ccccc1)c1nn(-c2ccc(Cl)cc2)ccc1=O,.,-0.9
O=C(CSc1nnc(-c2ccccc2Cl)n1-c1ccccc1)Nc1ccccc1Cl,-3.8,-0.3

Gathered by group: the entries above with a Cl atom (5)
canonical_smiles,STK33 kin inh,mut p53 react
C[C@@H]1CN([C@@H](C)CO)C(=O)c2cccc(NS(=O)(=O)c3ccc(Cl)cc3)c2O[C@@H]1CN(C)C(=O)Nc1cccc2ccccc12,.,-17.8
C[C@H](CO)N1C[C@H](C)[C@@H](CN(C)S(=O)(=O)c2ccc(Cl)cc2)Oc2ccc(NC(=O)NC3CCCCC3)cc2C1=O,.,-0.2
CSc1ncc(Cl)c(C(=O)Nc2nnc(SCc3ccccc3)s2)n1,1.9,6.7
O=C(c1ccccc1)c1nn(-c2ccc(Cl)cc2)ccc1=O,.,-0.9
O=C(CSc1nnc(-c2ccccc2Cl)n1-c1ccccc1)Nc1ccccc1Cl,-3.8,-0.3

Next section
canonical_smiles,STK33 kin inh,mut p53 react
Cc1noc(C)c1NC(=O)N(C)C[C@@H]1Oc2c(NC(=O)NC3CCCCC3)cccc2C(=O)N([C@@H](C)CO)C[C@H]1C,.,2.5
COc1ccc(CN(C)C[C@@H]2OCc3cn(nn3)CCCC(=O)N([C@H](C)CO)C[C@@H]2C)cc1,-3.4,.
COc1ccc(NC(=O)Nc2cccc3c2O[C@@H](CN(C)C(=O)Nc2ccccc2)[C@H](C)CN([C@@H](C)CO)C3=O)cc1,.,-10.7
Cc1noc(C)c1S(=O)(=O)N(C)C[C@@H]1Oc2ccc(NC(=O)Nc3ccc(F)cc3)cc2CC(=O)N([C@H](C)CO)C[C@H]1C,.,3.2
CN1CCN(C(=O)c2ccccc2N(Cc2ccccc2)S(C)(=O)=O)CC1,0.7,-1.1
Cc1cc(C(F)(F)F)nc(SCc2cccc(C(=O)O)c2)n1,-4.3,-4.2
Cc1ccc(-c2noc(CCC(=O)Nc3ccccc3[N+](=O)[O-])n2)cc1,3.7,17.1
Cc1ccc(S(=O)(=O)N(C)C[C@H]2Oc3cc(Br)ccc3S(=O)(=O)N([C@H](C)CO)C[C@@H]2C)cc1,.,-20.7
CCn1c2ccccc2n2c(SC(C)C(=O)O)nnc12 (centres undefined),0.0,1.8
CS(=O)(=O)N(CC(=O)Nc1cc(C(F)(F)F)ccc1Cl)c1ccc(I)cc1,-2.0,-6.3
O=C(NCc1ccco1)c1ccc(NC(=O)c2cccs2)cc1,-2.6,25.2
COc1ccc(S(=O)(=O)Nc2ccc3c(c2)CC(=O)N([C@H](C)CO)C[C@@H](C)[C@@H](CN(C)Cc2ccc(Cl)c(Cl)c2)O3)cc1,1.6,.
CNC[C@@H]1OCCCC[C@H](C)Oc2ccc(NC(=O)C3CCCCC3)cc2C(=O)N([C@H](C)CO)C[C@@H]1C,.,8.2
N#CCCN(CCC#N)C(=O)c1cccc([N+](=O)[O-])c1,2.2,-10.6
O=C(CSCc1nc2ccccc2[nH]1)Nc1cccc(C(F)(F)F)c1,-1.1,-8.4
O=C(Nc1cc(Cl)cc(Cl)c1)N1CCC(n2cccc2)CC1,.,8.9
CS(=O)(=O)N(CC(=O)NC1CCCCC1)c1ccc2c3c(cccc13)CC2,-2.2,-10.6
CC(=O)OC[C@]12CCC(C)=CC1O[C@@H]1[C@H](O)[C@@H](O[C@H]3O[C@H](CO)[C@@H](O)[C@H](O)[C@H]3O)[C@@]2(C)C12CO2 (some centres undefined),4.9,-67.9
O=C(Nc1ccc(Cl)cc1C(=O)NCCO)c1ccc(Cl)cc1Cl,-0.7,-14.8
COc1ccc([Si](C)(C)[C@@H]2[C@@H](CCO)O[C@]3(C(=O)N(Cc4cccc(N5CCCCC5=O)c4)c4ccccc43)[C@H]2C)cc1,2.1,.
C[C@@H]1CCCCO[C@H](CN(C)S(C)(=O)=O)[C@@H](C)CN([C@H](C)CO)C(=O)c2cc(NS(=O)(=O)c3cn(C)cn3)ccc2O1,-1.0,.
C[C@@H]1CN([C@@H](C)CO)C(=O)c2cc(NC(=O)Nc3ccc(C(F)(F)F)cc3)ccc2O[C@H]1CN(C)Cc1ccccc1,2.9,.
C[C@@H]1CCCCO[C@@H](CN(C)C(=O)Nc2ccc(F)cc2)[C@@H](C)CN([C@H](C)CO)C(=O)c2cc(NC(=O)Nc3ccccc3)ccc2O1,2.3,.
C[C@@H]1CN([C@H](C)CO)C(=O)c2cccc(NC(=O)NC3CCCCC3)c2O[C@H]1CN(C)C(=O)Nc1cccc2ccccc12,.,-11.0
COCC(=O)N(C)C[C@H]1Oc2cc(C#CC(C)C)ccc2S(=O)(=O)N([C@H](C)CO)C[C@@H]1C,.,-7.3
C[C@@H]1CCCCO[C@@H](CN(C)C(=O)Nc2ccccc2)[C@H](C)CN([C@@H](C)CO)C(=O)c2cc(NS(C)(=O)=O)ccc2O1,.,1.2
Cc1ccc(S(=O)(=O)N(C)C[C@H]2Oc3ccc(NS(=O)(=O)c4cn(C)cn4)cc3CC(=O)N([C@H](C)CO)C[C@H]2C)cc1,-2.5,.
Cc1ccc(-c2cnc3c(c2)C(=O)N([C@@H](C)CO)C[C@@H](C)[C@@H](CN(C)S(C)(=O)=O)O3)cc1,.,11.1
CC(C)NC(=O)Nc1ccc2c(c1)C(=O)N([C@H](C)CO)C[C@H](C)[C@@H](CN(C)Cc1ccccc1)OCCCC[C@H](C)O2,.,-1.3
COC1CC(OC(O)C(O)C(O)C(O)C(O)CO)c2c(cc3cc(C)oc(=O)c3c2O)OC1=O (centres undefined),-2.1,12.5

Reformatted with values under each structure: part of the list above.
Results follow in this order: STK33 kin inh | mut p53 react
C[C@@H]1CN([C@H](C)CO)C(=O)c2cccc(NC(=O)NC3CCCCC3)c2O[C@H]1CN(C)C(=O)Nc1cccc2ccccc12
  . | -11.0
C[C@@H]1CCCCO[C@@H](CN(C)C(=O)Nc2ccc(F)cc2)[C@@H](C)CN([C@H](C)CO)C(=O)c2cc(NC(=O)Nc3ccccc3)ccc2O1
  2.3 | .

Going on with the list:
canonical_smiles,STK33 kin inh,mut p53 react
O=c1c(-c2ccccc2)[n+]([O-])c2ccccc2n1OCc1ccccc1,.,-5.3
Cc1noc(C)c1S(=O)(=O)N(C)C[C@@H]1OCCCC[C@@H](C)Oc2ccc(N(C)C)cc2C(=O)N([C@H](C)CO)C[C@H]1C,.,-3.8
Cc1cc(C)c2oc(-c3ccc(NC(=O)COc4ccc(Br)cc4)cc3O)nc2c1,0.1,.
C[C@@H]1CN([C@H](C)CO)C(=O)Cc2cc(NC(=O)Cn3cnnn3)ccc2O[C@@H]1CN(C)S(=O)(=O)c1ccc(F)cc1,4.3,.
Cc1nc(S(=O)(=O)N[C@@H]2CCN(Cc3ccc(OCCO)cc3)C2)cn1C,2.0,.
COc1ccc([N+](=O)[O-])cc1NC(=O)C(CC(C)C)N1C(=O)c2ccccc2C1=O (centres undefined),0.0,-22.0
COc1ccc(-c2ccc3c(c2)O[C@H](CN(C)Cc2cccnc2)[C@@H](C)CN([C@H](C)CO)S3(=O)=O)cc1,.,-31.2
C[C@H](CO)N1C[C@H](C)[C@@H](CN(C)Cc2ccncc2)Oc2ccc(NC(=O)CCCN(C)C)cc2CC1=O,.,11.0
O=C(CSc1nnc2n(-c3ccccc3)c3ccccc3n12)Nc1ccc(Cl)cc1,-1.5,2.1
C[C@@H]1CN([C@@H](C)CO)C(=O)Cc2cc(NC(=O)NC3CCCCC3)ccc2O[C@@H]1CN(C)CC1CCCCC1,-2.3,.
C[C@@H]1CN([C@@H](C)CO)C(=O)c2cc(NS(=O)(=O)c3ccccc3)ccc2O[C@@H]1CN(C)S(=O)(=O)c1cccs1,1.2,.
Cc1cccc(NC(=O)CN(c2ccc(Br)c(C)c2)S(C)(=O)=O)c1,-4.6,-15.1
C[C@H](CO)N1C[C@H](C)[C@H](CN(C)C(=O)Nc2ccc3c(c2)OCO3)Oc2ccc(NS(=O)(=O)c3ccc(F)cc3)cc2CC1=O,0.7,.
C[C@@H]1CN([C@H](C)CO)C(=O)c2cc(/C=C/c3ccccc3)cnc2O[C@@H]1CN(C)C(=O)c1ccc(F)cc1,.,-0.1
CC(C)NC(=O)Nc1ccc2c(c1)C(=O)N([C@@H](C)CO)C[C@H](C)[C@H](CN(C)C(=O)C1CCCCC1)OCCCC[C@H](C)O2,.,4.5
Cc1noc(C)c1NC(=O)Nc1ccc2c(c1)C(=O)N([C@H](C)CO)C[C@H](C)[C@H](CN(C)C(=O)Nc1ccccc1)O2,3.3,.
Cc1nnc(SCC(=O)Nc2cccc(F)c2)s1,-0.9,8.2
COc1ccc(-n2c(SCC(=O)Nc3ccc(C)c(C)c3)nnc2-c2ccccc2)cc1,12.2,-16.9
CC(C)(C)c1ccc(-c2nnc(SCc3cccc(C(N)=O)c3)n2-c2ccc3c(c2)OCO3)cc1,.,1.6
O=C1O[C@H](c2ccccc2)[C@H](c2ccccc2)N2[C@H]1[C@@H](C(=O)O)[C@]1(C(=O)Nc3ccc(C#CC4(O)CCCCCC4)cc31)[C@H]2c1ccc(O)cc1,4.4,.
O=C(CSc1nc(-c2ccc(Cl)cc2)cc(C(F)(F)F)n1)c1cccc([N+](=O)[O-])c1,-1.2,12.4
C[C@H](CO)N1C[C@H](C)[C@@H](CN(C)C)Oc2ccc(NS(=O)(=O)c3cn(C)cn3)cc2C1=O,-0.9,-5.1
C[C@@H]1CN([C@H](C)CO)C(=O)c2cc(NC(=O)c3ccccc3)ccc2O[C@@H](C)CCCCO[C@H]1CN(C)C(=O)Nc1ccccc1,.,0.7
Cc1ccc(Cl)cc1NC(=O)CC(C(=O)O)N1CCNCC1 (centres undefined),-0.6,-5.4
C[C@@H]1CCCCO[C@@H](CN(C)C)[C@@H](C)CN([C@@H](C)CO)C(=O)c2cc(NS(C)(=O)=O)ccc2O1,.,2.1

Screens (PubChem)

These rows are one share of the data (hit frequency here may not be typical).
